EPAC1 antag = qHTS for Antagonist of cAMP-regulated guanine nucleotide exchange factor 3 (EPAC1): primary screen; Rap guanine nucleotide exchange factor 3 (Homo sapiens), O95398; EPAC1 GEF assay, Rap1b-BODIPY-GDP exchange fluorescence; Potency, µM (series often up to 115 µM), for the others: at the highest dose activity change, negative = inhibition, actives largely listed as inhibitors; 360,000 compounds, 0.14% hits; AID 720709, 2013;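 further: potency means the concentration at half of the fitted maximal effect; plate controls were vehicle for no effect and positive control for full effect; nearly all actives have a fitted effect of over 50% in size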
PLK1 PBD inh = qHTS for Inhibitors of PLK1-PDB (polo-like kinase 1 - polo-box domain): Primary Screen; Plk1 PBD binding of FITC phosphopeptide, fluorescence polarization; Potency, µM, without a hit: max response, negative = inhibition, usual class: inhibitors; 360,000 compounds, 2.8% hits; AID 720504, 2013; further: potency means the concentration at half of the fitted maximal effect; series mostly up to about 57 µM; on the % scale 0 is the no-effect control and ±100 the full control effect; nearly all actives have a fitted effect of over 65% in size
EPAC1 ag = qHTS for Agonist of cAMP-regulated guanine nucleotide exchange factor 3 (EPAC1): primary screen. Rap guanine nucleotide exchange factor 3 (Homo sapiens), O95398. EPAC1 agonist qHTS, biochemical assay; response scale: 100% = response to 6.5 mM cAMP. Potency, µM (series often up to 154 µM), without a hit: at the top dose activation, most hits filed as activators. 360,000 compounds, 0.073% hits. AID 720707, 2013; further: potency means the concentration at half of the fitted maximal effect; nearly all actives have a fitted effect of over 60% in size
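Nucleotide exchange assay: 100 nM EPAC1 with 250 nM Rap1B loaded with BODIPY-GDP and 50 uM GDP, room temperature. Fluorescence (480/540 nm) read every 5 min for 30 min; signal change normalized to 6.5 mM cAMP as full agonist.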
GLP1R ag = qHTS of GLP-1 Receptor Agonists; Potency, µM (titrated, usually from 45.6 µM), inactives show at the top dose activation, usual class: activators; HEK293 GLP-1R CRE-luciferase, luminescence, 4-6 h; cells express a hypersensitive GLP-1R form; 380,000 compounds, 0.007% hits; Glucagon-like peptide 1 receptor (Homo sapiens), P43220; further: potency means the concentration at half of the fitted maximal effect; % of control where 0% means no effect
GLP1R inv ag = qHTS of GLP-1 Receptor Inverse Agonists (Inhibition Mode). 410,000 compounds, 1.6% hits. Potency, µM (top dose mostly 38.3 µM), inactives show at the top dose activity change, negative = inhibition, usual class: inhibitors. HEK293 GLP-1R CRE-luciferase, luminescence, 24 h; GLP-1R form is constitutively active. AID 624417, 2012. Glucagon-like peptide 1 receptor (Homo sapiens), P43220; further: potency means the concentration at half of the fitted maximal effect; on the % scale 0 is the no-effect control and ±100 the full control effect; nearly all actives have a fitted effect of over 55% in size
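HEK293 cells stably co-expressing a cAMP-responsive luciferase reporter and constitutively active GLP-1R were seeded, incubated 12 h, then exposed to compounds for 24 h at 37 C. Luminescence was read 12 min after detection reagent; inverse agonists lower signal.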
HEK293 tox = qHTS of GLP-1 Receptor Inverse Agonists: Cytotox Screen; HEK293 cAMP-luciferase reporter cells, luminescence, 24 h; Potency, µM (doses to about 38.3 µM), for inactives: top-dose activity change, negative = inhibition, most hits filed as inhibitors; 410,000 compounds, 0.13% hits;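 further: loss of luciferase light is scored as toxicity; potency means the concentration at half of the fitted maximal effect; on the % scale 0 is the no-effect control and ±100 the full control effect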
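Cells in DMEM/10% Nu serum/1% pen-strep, 1536-well format. Pre-incubated 12 h, dosed with 23 nL compound, incubated a further 24 h. Luciferase detection, 12 min at room temp, luminescence.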
IL-2 act = qHTS of IL-2 Activators; IL-2 activation reporter assay, cell-based qHTS; stimulated with anti-CD3/CD4/CD28 beads; in transgenic mouse T cells; activation, % (series mostly up to about 46 µM); 360,000 compounds, 0.065% hits; in the data active means activation above about 50%; inconclusive means mostly about 30% to 49%; further: 0% is about no effect
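Readout: EGFP and DsRed signals by fluorescent plate cytometry. Unstimulated transgenic mouse T cells received compound 60 min before antibody-bead stimulation, then incubated 18 h at 37 degrees C.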
PI5P4K alpha inh = qHTS for Inhibitors of phosphatidylinositol 5-phosphate 4-kinase (PI5P4K) | Phosphatidylinositol 5-phosphate 4-kinase type-2 alpha (Homo sapiens), P48426 | AID 652105, 2013 | PI5P4Kalpha enzyme, ADP-Glo luminescence, 60 min; active compounds read low | max response, % | 330,000 compounds, 1.2% hits; active means max response of -50% or lower; inconclusive means between -30% and -50%; inactive means -30% or higher; further: value at the top dose of about 77 µM; on the % scale 0 is the no-effect control and ±100 the full control effect
Target sequence (P48426 whole entry, looked up): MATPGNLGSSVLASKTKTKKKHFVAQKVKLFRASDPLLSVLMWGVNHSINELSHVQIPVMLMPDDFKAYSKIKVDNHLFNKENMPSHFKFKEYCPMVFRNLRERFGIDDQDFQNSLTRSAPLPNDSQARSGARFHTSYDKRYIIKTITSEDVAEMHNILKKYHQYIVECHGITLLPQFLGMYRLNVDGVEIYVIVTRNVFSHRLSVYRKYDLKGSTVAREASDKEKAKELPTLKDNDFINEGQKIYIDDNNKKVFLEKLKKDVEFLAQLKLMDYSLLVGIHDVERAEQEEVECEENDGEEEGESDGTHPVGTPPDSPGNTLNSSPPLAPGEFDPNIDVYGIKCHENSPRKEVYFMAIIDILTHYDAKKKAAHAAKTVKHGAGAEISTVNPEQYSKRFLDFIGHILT
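Quantitative HTS of the MLSMR library against PI5P4Kalpha with substrate. ATP added last at 5 microM final; room temperature, 60 minutes. Remaining ATP depleted, ADP converted and read as luminescence.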
PTHR1 ag = qHTS for PTHR1 Agonists: Primary Screen; Potency, µM (doses to about 115 µM), without a hit: at the highest dose activation, hits mostly activators; Parathyroid hormone/parathyroid hormone-related peptide receptor (Homo sapiens), Q03431; HEK293 GP2 PTHR1 cells, GloSensor cAMP luminescence, 1 h; 410,000 compounds, 0.075% hits; further: potency means the concentration at half of the fitted maximal effect; nearly all actives have a fitted effect of over 55% in size; some results filed as inactive show a strong effect at the top dose; inactives centre near -15; many of its hits are not listed in these tables
Target sequence (Q03431 whole entry, looked up): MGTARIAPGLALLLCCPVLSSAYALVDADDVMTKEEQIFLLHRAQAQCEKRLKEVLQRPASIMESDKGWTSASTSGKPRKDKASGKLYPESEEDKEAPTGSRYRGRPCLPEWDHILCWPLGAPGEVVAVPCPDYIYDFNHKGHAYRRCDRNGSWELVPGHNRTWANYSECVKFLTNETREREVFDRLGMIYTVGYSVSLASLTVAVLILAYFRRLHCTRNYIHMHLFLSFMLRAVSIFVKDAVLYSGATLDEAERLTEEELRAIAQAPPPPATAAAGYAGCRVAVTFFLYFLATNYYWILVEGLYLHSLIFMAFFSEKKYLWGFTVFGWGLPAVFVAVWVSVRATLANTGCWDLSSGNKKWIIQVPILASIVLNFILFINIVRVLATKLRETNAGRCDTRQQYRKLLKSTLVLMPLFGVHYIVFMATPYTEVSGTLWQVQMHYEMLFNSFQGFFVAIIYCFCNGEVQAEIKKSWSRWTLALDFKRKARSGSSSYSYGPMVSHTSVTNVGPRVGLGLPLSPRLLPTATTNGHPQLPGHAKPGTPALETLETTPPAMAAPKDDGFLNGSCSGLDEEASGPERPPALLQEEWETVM
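HEK-293-derived GP2 cells expressing PTHR1 and a GloSensor cAMP reporter, 3,000/well, plated overnight, given luciferin plus IBMX (each 0.5 mM as added) for 1 h at 37 °C, then compound for 1 h at 37 °C. Luminescence was read after 15 min at room temperature.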
The depositor's hits bear a star; i = inactive; ? = inconclusive; nt = no result given; & = joins results of further samples; [ ] = another dose, or the depositor's remark. Unless noted, the call rests on the fitted dose curve; in most records, active means well fitted curve in the direction sought with a large enough effect; inconclusive means small, poorly fitted or top-dose-only effect, or another doubt; inactive means no such curve, though single readings can be large; an effect the other way counts as inactive or inconclusive.

SMILES	EPAC1 antag	PLK1 PBD inh	EPAC1 ag	GLP1R ag	GLP1R inv ag	HEK293 tox	IL-2 act	PI5P4K alpha inh	PTHR1 ag
CCOc1ccc(N2C(=O)CC(N(Cc3ccco3)C(C)=O)C2=O)cc1 (stereo not drawn)	20%	-4%	-7%	5%	16%	0%	2.8	-6	i
Cc1nn(-c2ccccc2)c(N)c1C(O)(CSc1nccn1C)C(F)(F)F (stereo not drawn)	-10%	-12%	4%	-8%	0%	-10%	2.1	0	-2%[57.5 µM]
COc1ccccc1C1(O)CCN(C(=O)c2cccs2)CC1	?	-8%	-11%	3%	0%	4%	-3.4	7	8%
O=C1CN(C(=O)COC(=O)CNS(=O)(=O)c2ccccc2)c2ccccc2N1	-19%	-9%	13%	5%	16%	-3%	0.0	1	i
O=[N+]([O-])c1cc(C(F)(F)F)ccc1NCCc1c[nH]c2ccc(O)cc12	-25%	-8%	?	12%	0%	-12%	-0.4	nt	-1%[57.5 µM]
CCn1c(=O)n(CC)c2cc(N3CCCC3)c(NC(=O)c3ccc(OC)c(Br)c3)cc21	-20%	-16%	14%	25%	-11%	-25%	0.2	-2	-14%
Cn1c(=O)cc(OCC(=O)NCCCN2CCN(c3cccc(Cl)c3)CC2)c2ccccc21	-21%	-18%	-9%	3%	-21%	-5%	-4.2	-5	-20%
COc1cccc(C2C(C(=O)c3cc4ccccc4o3)=C(O)C(=O)N2c2cc(C)on2)c1OC (stereo not drawn)	6%	-9%	4%	-6%	-21%	-5%	0.2	-19	-4%[57.5 µM]
CC(CC(=O)Nc1ccc2c(c1)c(=O)n(C)n2Cc1ccc(F)cc1)c1ccccc1 (stereo not drawn)	-1%	-1%	-10%	2%	?	-13%	-0.7	4	-47%[inhibitor]
CSc1ccccc1NC(=O)CN(c1cccc(C)c1)S(C)(=O)=O	-1%	0%	1%	13%	0%	5%	-2.9	nt	29%
Cc1ccccc1NC(=O)c1ccco1	-9%	-6%	3%	0%	18%	-9%	0.5	1	i
O=C(NCc1ccco1)c1ccc(Cn2c(=O)c3ccccc3n(Cc3cccc(Cl)c3)c2=O)cc1	?	2%	7%	13%	-8%	-17%	-1.6	nt	i
COc1ccccc1N(C)S(=O)(=O)c1ccc(C(=O)NC(C)c2ccccc2)cc1 (stereo not drawn)	-4%	-5%	2%	-3%	?	1%	5.9	18	-53%[inhibitor]
CC(Oc1ccc(C(=O)NC2CCCCC2)cc1)C(=O)O (stereo not drawn)	-10%	-3%	2%	0%	8%	-3%	-1.1	4	-7%
O=C1c2cccc(NCCNCCO)c2C(=O)c2cccc(NCCNCCO)c21	-22%	-9%	-1%	-5%	?	?	-0.7	-17	i
Cc1ccc2c(c1)C(=O)CC(c1ccccc1)S2 (stereo not drawn)	-14%	1%	17%	6%	?	4%	0.4	19	-33%[inhibitor]
O=C(N/N=C/c1cc(Br)c(O)c(Br)c1O)c1ccc2c(c1)OCCO2	?	-5%	-7%	1%	?	0%	-3.8	-56*	i
COc1c(O)ccc2cnn(-c3ccccc3C)c(=O)c12	8%	-8%	2%	17%	-7%	-8%	-2.6	nt	-22%
COc1ccc(NC(=O)C2CCN(c3ccc(Sc4ccc(C)cc4)nn3)CC2)c(OC)c1	nt	nt	nt	0%	4%	3%	nt	nt	-16%
C=CCN1C(=O)C2(OCCCO2)c2cccc(C)c21	16%	3%	7%	-3%	-6%	-8%	0.2	1	i
COc1ccc(C(=O)OCC(=O)c2c(N)n(C)c(=O)n(C)c2=O)c(OC)c1OC	10%	4%	-6%	2%	11%	-19%	0.8	8	-28%
O=C(CSc1ncn[nH]1)NCCC(c1ccccc1)c1ccccc1	8%	-1%	12%	-8%	-22%	-12%	1.2	-6	i
O=C(NC1CCCC1)C(c1cccnc1)N(C(=O)c1csnn1)C1CC1 (stereo not drawn)	7%	0%	2%	-8%	-3%	-5%	2.6	nt	i
CCc1ccc(CN(C)C(=O)CCc2nnc(COc3ccccc3)o2)cc1	-21%	-8%	0%	20%	-20%	2%	-0.7	3	-42%[inhibitor]
Cc1cc2n(c(=O)c1C#N)CCCN2c1cccc(Cl)c1	0%	1%	2%	-5%	1%	-9%	-0.6	nt	i
O=C(CCl)NCCN1C(=O)S/C(=C\c2cccnc2)C1=O	-3%	-20%	3%	8%	?	?	0.2	-5	-21%
COC(=O)C1=C(C)NC(C)=C(C(=O)OC)C1c1ccc(C)o1	-4%	1%	-10%	14%	5%	-9%	-0.6	1	-4%
Cc1nnc(SCC(=O)N(C)CC(=O)Nc2ccccc2Cl)s1	3%	-1%	3%	4%	5%	1%	1.1	9	i
CCCC[C@@H]1C[C@H]1[C@@H](NC(=O)c1cccs1)c1ccc(C(F)(F)F)cc1	-4%	2%	-17%	-2%	?	0%	-3.7	-4	-86%[inhibitor]
CN(C)CCn1c2c(c(SCC(=O)Nc3ccccc3)nc1=O)CCCC2	3%	3%	-6%	1%	-10%	14%	0.1	-6	-24%

Full records from above.
Shown for `Cc1nnc(SCC(=O)N(C)CC(=O)Nc2ccccc2Cl)s1` = EPAC1 antag = 3%; PLK1 PBD inh = -1%; EPAC1 ag = 3%; GLP1R ag = 4%; GLP1R inv ag = 5%; HEK293 tox = 1%; IL-2 act = 1.1; PI5P4K alpha inh = 9; PTHR1 ag = i
Shown for `Cc1cc2n(c(=O)c1C#N)CCCN2c1cccc(Cl)c1` = EPAC1 antag = 0%; PLK1 PBD inh = 1%; EPAC1 ag = 2%; GLP1R ag = -5%; GLP1R inv ag = 1%; HEK293 tox = -9%; IL-2 act = -0.6; PI5P4K alpha inh = nt; PTHR1 ag = i

Continuation.
SMILES	EPAC1 antag	PLK1 PBD inh	EPAC1 ag	GLP1R ag	GLP1R inv ag	HEK293 tox	IL-2 act	PI5P4K alpha inh	PTHR1 ag
CC(=O)Nc1nc2cc(N)ccc2s1	-3%	-8%	-10%	-1%	1%	8%	1.1	-7	0%
CN(CC(=O)Nc1ccc2c(c1)OCCO2)S(=O)(=O)c1ccc(F)cc1	-11%	-3%	-1%	8%	9%	-12%	2.0	10	-2%
O=C(COC(=O)Cc1cccs1)Nc1cc(S(=O)(=O)N2CCOCC2)ccc1Cl	-12%	-12%	-3%	10%	-19%	-1%	0.1	-8	i
CCC(C)Sc1nnc(NS(=O)(=O)Cc2ccccc2)s1 (stereo not drawn)	-11%	-27%	6%	-6%	-18%	5%	-0.3	2	i
O=C(Nc1ccc2ccccc2n1)Nc1ccccc1F	-16%	2%	1%	-1%	40%[activator]	5%	0.4	0	i
CCCc1cc(=O)[nH]c(SCc2ccccc2Cl)n1	4%	-10%	1%	4%	1%	21%	-0.5	-1	0%
Cc1ccc(S(=O)(=O)N(C)c2ccc(C(=O)NCCc3ccccc3)cc2)cc1	-19%	-3%	0%	1%	?	4%	-3.8	1	-16%
COc1ccc(OC)c(NS(=O)(=O)c2ccc(Br)s2)c1	nt	nt	nt	0%	?	-17%	nt	nt	i
CN1c2ccccc2C(O)=C(C(=O)Nc2ccccc2)S1(=O)=O	6%	-12%	3%	-4%	10%	14%	1.2	3	i
O=C(NNC(=O)c1ccc(F)cc1)c1ccncc1	7%	-5%	17%	0%	10%	-15%	-0.4	-4	i
C=CCn1c(SCC(=O)NCC(=O)OCC)nnc1-c1ccccn1	13%	0%	-5%	2%	0%	-4%	-2.0	nt	-17%[57.5 µM]
Cc1ccc(NC(=O)COc2ccc3oc4c(c3c2)CCCC4)nc1	-16%	1%	4%	-14%	13%	-2%	-0.2	-4	-12%
CCOC(=O)C1C(c2ccc([N+](=O)[O-])cc2)C2C(=O)NN=C2CC1(C)O (stereo not drawn)	-1%	-6%	5%	1%	-5%	-2%	-0.7	3	-4%
C=Cc1ccc(C(=O)N2CCCC(CCC(=O)N3CCN(c4ccccn4)CC3)C2)cc1 (stereo not drawn)	4%	21µM*	-4%	-3%	-24%	-6%	-0.9	-7	i
O=C(COC(=O)Cc1c(Cl)cccc1Cl)NCc1ccco1	-2%	-17%	-4%	3%	-15%	-14%	3.4	-20	i
Cn1cnc([N+](=O)[O-])c1Sc1ccc(Br)cc1	-8%	-13%	8%	4%	?	-17%	-0.4	3	i
O=C1Nc2ccccc2C(=O)N2CCCCC12 (stereo not drawn)	6%	-12%	9%	0%	-6%	-3%	0.0	-1	-10%
O=C(O)c1cc(S(=O)(=O)N2CC=C(c3ccccc3)CC2)ccc1O	-22%	-22%	5%	-6%	5%	nt	5.8	?	i
O=C(/C=C/c1cccs1)N1CCN(c2ccc(F)cc2)CC1	-4%	0%	-8%	0%	-26%	-3%	0.8	1	-83%[inhibitor]
COc1ccc(CNC(=O)/C(C)=C\C(=O)O)cc1	2%	2%	-1%	-1%	8%	4%	-3.7	-5	-2%
O=S(=O)(/N=C(/c1ccccc1)N1CCOCC1)c1ccc(F)cc1	13%	-15%	-3%	9%	0%	19%	-0.2	-2	-28%
CCOC(=O)c1ccc(N=c2sc(C(=O)OC)cc(=O)n2CCCN2CCOCC2)cc1	-8%&-25%	-9%&-6%	-7%&0%	-6%&-6%	?	0%&-8%	0.7&-0.6	2&10	-42%&-1%[inhibitor]
COC(=O)c1ccccc1NC(=O)C1(S(=O)(=O)c2ccc(Cl)cc2)CC1	-2%	-19%	15%	17%	-1%	1%	-0.3	-2	-20%
Cc1cc(C(=O)NNc2ccccc2F)no1	12%	5%	1%	9%	?	?	0.4	1	i

Compound activity from PubChem BioAssay.

This is a subset; rates above refer to the full screens.
